FEN1 inh: qHTS Assay for the Inhibitors of Human Flap endonuclease 1 (FEN1); P39748; Recombinant FEN1 flap cleavage, fluorescence, 15 min; 390,000 compounds, 0.35% hits; Potency, µM (highest dose often 114 µM), for the others: top-dose activity change, negative = inhibition, most hits filed as inhibitors; note: nearly all actives have a fitted effect of over 65% in size
Target sequence (P39748 whole entry, looked up): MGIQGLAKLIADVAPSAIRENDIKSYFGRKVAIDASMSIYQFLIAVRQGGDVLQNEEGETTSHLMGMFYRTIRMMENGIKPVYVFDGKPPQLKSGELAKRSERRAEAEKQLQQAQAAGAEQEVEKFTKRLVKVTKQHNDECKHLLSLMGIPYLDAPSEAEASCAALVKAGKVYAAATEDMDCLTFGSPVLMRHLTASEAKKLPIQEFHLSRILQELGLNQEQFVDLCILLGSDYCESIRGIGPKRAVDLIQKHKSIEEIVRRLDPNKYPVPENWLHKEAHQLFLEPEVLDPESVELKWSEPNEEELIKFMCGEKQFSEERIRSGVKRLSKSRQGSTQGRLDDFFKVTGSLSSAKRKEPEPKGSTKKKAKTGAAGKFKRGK
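FEN1 at 10 nM, compound pretreatment for 15 min (room temperature), 50 nM final substrate to initiate; endpoint reads at 0 and 15 min; DMSO-only plates used as vehicle background.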
KAT2A inh: qHTS Assay for Inhibitors of GCN5L2; GCN5L2 HAT assay, ThioGlo1 CoA-SH fluorescence; Potency, µM (doses to about 58.9 µM), for inactives: at the top dose activity change, negative = inhibition, actives largely listed as inhibitors; 390,000 compounds, 0.21% hits
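ThioGlo1-coupled HAT assay: 20nM GCN5L2, 70uM acetyl-CoA, 75uM H3(1-25) peptide, pH 7.5. Fluorescence read at 340/540nm at start and after 20 min at room temperature.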
DT40 TDP1 CPT: qHTS for Inhibitors of human tyrosyl-DNA phosphodiesterase 1 (TDP1): qHTS in cells in presence of CPT. 420,000 compounds, 12% hits. AID 686979, 2013. chicken DT40 Tdp1-/-;hTDP1 cells + 20 nM CPT, ATP luminescence, 48 h. Potency, µM (titrated, usually from 46.2 µM), for the others: at the top dose activity change, negative = growth inhibition, usual class: inhibitors; note: nearly all actives have a fitted effect of over 55% in size
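Chicken DT40 Tdp1-/- cells stably complemented with human TDP1 were seeded at 400 cells/well in medium containing 20 nM camptothecin, exposed to pin-transferred compounds, and grown at 37 °C for at least 48 hr. Viability was read as ATP luminescence.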
* hit, by the source's call; ? = inconclusive; / = no result given; & = joins results of further samples; ! = repeats disagree; [ ] = remark or other dose. Calls come from the whole dose curve; as a rule, active = well fitted curve in the direction sought with a large enough effect; inconclusive = small, poorly fitted or top-dose-only effect, or another doubt; inactive = no such curve, though single readings can be large; an effect the other way counts as inactive or inconclusive. % is set by controls: 0 for no effect and ±100 for the full control effect; potency is the fitted concentration of half-maximal effect. This is a subset; the hit share may differ from the screen's.

SMILES | FEN1 inh | KAT2A inh | DT40 TDP1 CPT
O=C(CBr)c1ccc([N+](=O)[O-])c(CS(=O)(=O)c2ccc(Cl)cc2)c1 | -11% | 18% | ?
CCOC(=O)N1CCN(Cc2nc3cc([N+](=O)[O-])ccc3n2C)CC1 | -10% | -2% | -1%
CCOP(=O)(Cc1ccc(C(C)(C)CC(C)=O)o1)OCC | 0% | -4% | -21%
CCOC(=O)c1cn[nH]c1NC(=S)Nc1ccc(Cl)cc1 | 0% | -2% | -12%
COc1cccc2cc(-c3nc(-c4ccccc4)c(C)s3)c(=O)oc12 | -5% | / | ?
CCCC(=O)c1ccc(N2CCCC2)c(F)c1 | -11% | -4% | -21%
O=C(CN1CCN(S(=O)(=O)c2ccc(F)cc2)CC1)c1ccc(O)c(O)c1 | -3% | -14% | ?
CCCCC(=O)Nc1nnc(C)s1 | -5% | -6% | -15%
Cc1ccccc1Cc1ccc(Cl)nn1 | 9% | -3% | -4%
O=C(CN1CC(=O)Oc2ccccc21)OCC(=O)c1ccccc1 | 15% | ? | ?
O=C(O)CCCCCN1C(=O)CCC1=O | 6% | -8% | -1%
O=C1CCc2c(ccc3ccccc23)O1 | / | -22% | -14%[92.5 µM]
Cc1cccc(-n2cc(CN3CCN(Cc4nccn4C)CC3)c(-c3cccc(F)c3)n2)c1 | 0% | -5% | ?
CC(C)C(=O)N1CCc2cc(-c3csc(N)n3)ccc21 | 13% | -7% | -25%
Cc1nn(CC(=O)NCc2ccccc2)c(=O)c2cccn12 | -7% | -4% | -4%
COc1ccc(NC(=O)C(NS(=O)(=O)c2ccc3c(c2)CCCC(=O)N3)C(C)C)c(OC)c1 (stereo not given) | 20% | 18% | -14%
Cc1ccc(NC(=O)Nc2nnc(N3CCCC3)s2)cc1 | 14% | -1% | 0%
CCN(c1ccccc1)S(=O)(=O)c1ccc(C(=O)Nc2cccc(C)n2)cc1 | -23% | -4% | 23µM*
N#Cc1c(F)cccc1N1CCC(C#N)CC1 | -2% | 1% | 7%
CO/N=C(\C)C(Cc1ccc(Cl)nc1)Cc1ccc(Cl)nc1 | -3% | -16% | -29%
CCc1cnc2c(c1SCC(=O)c1ccc(Cl)cc1)c(=O)n(C)c(=O)n2C | 11% | -3% | 13µM*
CCNC(=S)NS(=O)(=O)c1ccc(C)cc1 | 3% | -8% | -28%
CCOP(=O)(OCC)/C(C#N)=C(\O)c1ccc(OC)cc1 | 12% | 10% | -12%
Cn1cc(-c2ccccc2C(N)=O)c(=O)c2ccccc21 | 4% | -5% | 1%
CCOC(=O)c1c(Nc2ccccc2N)cc(C)nc1C | 0% | -3% | 0%
COc1cccc(NC(=O)COC(=O)C2C3CC4OC(=O)C2C4C3)c1 (stereo not given) | 12% | -1% | 13%
CCNC(=O)c1ccc(C2SCC(=O)N2CCc2ccccc2)cc1 (stereo not given) | 10% | -2% | 21%
Cc1ccc(NC(=O)c2oc3ccc(S(=O)(=O)N4CCC5(CC4)OCCO5)cc3c2C)cc1C | -15%&-2% | -2%&-1% | 8.2µM*!
O=C(NCc1ccccn1)C(C(=O)c1cccc([N+](=O)[O-])c1)n1cc(Cl)ccc1=O (stereo not given) | 19% | -5% | -15%
CC(=O)c1cccc(NC(=O)N2CCCC2C(=O)NCc2ccc3c(c2)OCO3)c1 (stereo not given) | -4% | -1% | 7%

Laid out differently: results already given.
Compound: CCNC(=O)c1ccc(C2SCC(=O)N2CCc2ccccc2)cc1 (stereo not given)
  FEN1 inh: 10%
  KAT2A inh: -2%
  DT40 TDP1 CPT: 21%

Compound: Cc1ccc(NC(=O)c2oc3ccc(S(=O)(=O)N4CCC5(CC4)OCCO5)cc3c2C)cc1C
  FEN1 inh: -15%&-2%
  KAT2A inh: -2%&-1%
  DT40 TDP1 CPT: 8.2µM*!

Compound: O=C(NCc1ccccn1)C(C(=O)c1cccc([N+](=O)[O-])c1)n1cc(Cl)ccc1=O (stereo not given)
  FEN1 inh: 19%
  KAT2A inh: -5%
  DT40 TDP1 CPT: -15%

Compound: CC(=O)c1cccc(NC(=O)N2CCCC2C(=O)NCc2ccc3c(c2)OCO3)c1 (stereo not given)
  FEN1 inh: -4%
  KAT2A inh: -1%
  DT40 TDP1 CPT: 7%

Additional entries
SMILES | FEN1 inh | KAT2A inh | DT40 TDP1 CPT
Cc1ccccc1OCC(=O)Nc1nnc(-c2ccco2)s1 | 6% | -13% | 6%
COc1ccc(C)cc1NC(=O)C1CCCN(S(=O)(=O)c2cccc3nonc23)C1 (stereo not given) | 1% | -2% | -2%
CC(=O)Nc1ccc(S(=O)(=O)NN=Cc2ccc(Cl)c(Cl)c2)cc1 | -4% | / | -27%
Cn1c(SCC(=O)Nc2ccc(N3CCOCC3)cc2)nnc1-c1ccccc1 | 8% | 0% | 0%
CCC(=O)N1CCN=C1SCc1cc(C)ccc1C | -15% | -1% | 1%
COc1cc(C)c(S(=O)(=O)N2CCOCC2)cc1C | 2% | -1% | -1%
O=C1c2ccccc2NC(c2cn[nH]c2-c2ccc(Cl)cc2)N1O (stereo not given) | ? | 2% | 16µM*
COc1ccc(OC)c(N(C(=O)c2snc(C(N)=O)c2N)C(C(=O)NCC2CCCO2)c2ccc3ncccc3c2)c1 (stereo not given) | 1% | -20% | 1%
COCCN1C(=O)c2oc3cc(C)c(C)cc3c(=O)c2C1c1cccc(O)c1 (stereo not given) | 3% | / | -13%
CCOc1ccc(N2C(=O)CS(=O)(=O)C23C(=O)N(Cc2cccc(Cl)c2)c2ccccc23)cc1 (stereo not given) | -6% | 2% | ?
CC(=O)c1ccc(N2C(=O)[C@@H]3C(C(=O)CCN4C(=O)c5ccccc5C4=O)=NN[C@@H]3C2=O)cc1 | -5% | -11% | 11%
CC(CC(=O)O)CC(=O)Nc1nncs1 (stereo not given) | 2% | ? | -10%
O=C(OC1CCOC1=O)c1ccc(N2CCCC2)c([N+](=O)[O-])c1 (stereo not given) | -3% | 0% | -1%
CCCCCOc1ccc(C(C)(O)C(CN2CCOCC2)c2ccccc2)cc1 (stereo not given) | -4% | -10% | ?
CCOC(=O)CC(NC(=O)Cn1nnc(-c2ccccc2)n1)c1ccc(OC)cc1 (stereo not given) | 0% | -7% | -8%
COc1ccccc1C(=O)O/N=C(/C)c1ccc(N2C(=O)C3CCCCC3C2=O)cc1 (stereo not given) | -1% | -9% | 3%
Cc1onc(-c2c(F)cccc2Cl)c1C(=O)NCc1cccs1 | -1% | 2% | -13%
O=C(NCc1cccnc1)C12CC3CC(CC(Cl)(C3)C1)C2 | 10% | -3% | -12%
Cc1cc(N2CC(C(=O)NCc3cccnc3)CC2=O)ccc1C(C)C (stereo not given) | -15% | -19% | -18%
CN(Cc1ccco1)c1ncncc1-c1cccc(NS(C)(=O)=O)c1 | / | -7% | -18%
O=S(=O)(NC1CCCCC1NS(=O)(=O)c1ccc(F)cc1)c1ccc(F)cc1 (stereo not given) | -1% | -11% | -2%
CCOC(=O)Cc1csc(NC(=O)Cc2ccc([N+](=O)[O-])cc2)n1 | -5% | -3% | -26%
O=c1oc2ccccc2cc1-c1csc(Nc2nc3c(F)cccc3s2)n1 | 0% | -6% | 15µM*
O=C(O)c1ccc(C=NN=Cc2ccco2)cc1 | 1% | / | 1%
CCOC(=O)c1c(NC(=O)C(C)Sc2cccc[n+]2[O-])sc2c1CCN(Cc1ccccc1)C2 (stereo not given) | 1% | -1% | ?
O=C(CSc1nnc(-c2ccco2)n1Cc1ccccc1)c1ccccc1 | -9% | -1% | ?
COc1ccc(/C=C(/NC(=O)c2ccccc2)C(=O)Nc2cccc(C(=O)O)c2)cc1 | 19% | ? | 3%
Cc1ccc(S(=O)(=O)C2(C(=O)Nc3ccc(Br)cc3)CC2)cc1 | 9% | -7% | -5%
CCC(=O)Nc1ccccc1C(=O)N1CCOCC1 | -4% | -7% | 4%
Cc1ccc2c(c1)cc(CN(Cc1ccc3c(c1)OCO3)C(=O)c1cnccn1)c1nnnn12 | -16% | -8% | ?

Entries of single compounds, quoted from the list. Values in the order: FEN1 inh, KAT2A inh, DT40 TDP1 CPT
O=C(O)c1ccc(C=NN=Cc2ccco2)cc1 is listed as 1%, /, 1%
COc1ccc(/C=C(/NC(=O)c2ccccc2)C(=O)Nc2cccc(C(=O)O)c2)cc1 is listed as 19%, ?, 3%

(further entries)
SMILES | FEN1 inh | KAT2A inh | DT40 TDP1 CPT
COc1cc2c(cc1OC)CC(=O)N(C)CC2 | 0% | 2% | 1%
Cc1ccccc1-n1cc(C(=O)c2cc(Cl)ccc2O)cc(C#N)c1=O | 12% | -1% | ?
O=C(Nc1ccccc1)C1CCOC1=O (stereo not given) | 20% | / | -4%
CCC(C)NC(=O)C1CCN(c2nc(C)cc(C)n2)CC1 (stereo not given) | 39% | -3% | -4%
CCN(CC)c1ccc(/C=N/OCC(=O)Nc2cccc(C)c2)cc1 | -18% | -8% | ?
COc1ccc2c(c1)Cc1sc(NC(=O)c3cccnc3)nc1-2 | -1% | -1% | ?
CCOC(=O)Cc1nnc(NC(=O)C(CC)Sc2nnc3c4ccccc4n(C)c3n2)s1 (stereo not given) | 1% | -7% | 4%
CC(=O)N1CCN(S(=O)(=O)c2cccc(C(=O)Nc3ccc(F)c(F)c3)c2)CC1 | -16% | -5% | ?
CCCCc1ccc(NC(=O)CSc2nc(=O)n(CCN3CCOCC3)c3c2CCC3)cc1 | 0% | ? | 9%
CN(CCc1ccccn1)C1CCCN(S(=O)(=O)c2ccccc2Cl)C1 (stereo not given) | 16% | -21% | ?
Cc1ccc(S(=O)(=O)N2CCOCC2)cc1NC(=O)COC(=O)Cc1ccccc1 | 13% | -4% | 7%
CC1(C(=O)NNC(=O)C2CCCCC2)CC1(Cl)Cl (stereo not given) | -9% | -5% | 16%
Cc1ccc(-c2nnn3c2nc(NCCc2ccc(S(N)(=O)=O)cc2)c2ccccc23)cc1 | -1% | -3% | -19%
COc1ccc(C(Nc2ccc(S(=O)(=O)NCC3CCCO3)cc2)C(=O)NC(C)(C)C)cc1OC (stereo not given) | 13% | 1% | -1%
CCc1cccc(CC)c1-n1c(-c2cccnc2)n[nH]c1=S | 2% | -6% | 13%
Cc1ccc(-c2c(C)n([O-])c3c([n+]2=O)CCCC3)o1 | 11% | -1% | -17%
CCNC(=O)c1c(NC(=O)c2nc(S(=O)(=O)CC)ncc2Cl)sc2c1CCCC2 | 2% | -4% | -112%
CN(C)C(=S)NC(=O)C12CC3(C)CC(C)(CC(C)(C3)C1)C2 | -2% | 0% | -12%
COc1ccc2[nH]c3c(=O)n(CCCN4CCOCC4)cnc3c2c1 | 9% | -4% | 2%
COc1ccc(C(CCO)NC(=O)c2cccs2)cc1OC (stereo not given) | 4% | 4% | 11%
COc1cc(/C=C/C(=O)OCC(=O)Nc2c(C)n(C)n(-c3ccccc3)c2=O)cc(OC)c1OC | 22% | -13% | -2%
O=C(COc1ccc(F)cc1)NCCN1CCCC1 | 3% | -4% | 18%
NC(=O)CC[C@@H]1NC(=O)[C@H](CO)NC(=O)c2cc([N+](=O)[O-])cc(I)c2NCCCC[C@@H](C(N)=O)NC(=O)[C@H](Cc2ccc(O)cc2)NC1=O | 13% | -4% | 0%
CN(C)c1ccc(CNn2cnnc2SCc2ccc(F)cc2)cc1 | 7% | -14% | ?
O=C(OCC(=O)N1CCCC1)c1ccc(O)cc1 | 2% | -2% | 17%
S=C(Nc1ccccc1Cl)N1CCCC1 | -2% | -5% | 0%
CO/N=C/c1cccn1-c1nccc(OC)c1C#N | 18% | -13% | -12%
COc1ccc(CCNC(=O)c2c(O)nc3cc(C)ccn3c2=O)cc1OC | -19% | -8% | -7%
CCN(CC)S(=O)(=O)c1ccc(S(=O)(=O)N2CCC(N3CCCCC3)CC2)cc1 | 4% | -4% | 4%
O=C(NNC(=O)c1cc(-c2cccc(Br)c2)nc2ccccc12)c1csc(N2CCOCC2)n1 | -1% | -2% | -22%
COC(=O)c1cccc(NC(=O)c2nsc3ccccc23)c1 | -3% | -18% | ?
CCCc1nnc(NC(=O)CCC(=O)NCCc2ccc(Cl)cc2)s1 | -13% | 2% | -5%
O=C(Nc1cccc2ncccc12)c1ccc2c(c1)OCCO2 | 5% | -1% | -26%

Source: PubChem (National Center for Advancing Translational Sciences (NCATS))
